All columns: NCI-60 one-dose screen, growth in % after 48 h at 10 µM unless noted; 100 = growth as untreated, 0 = no growth, -100 = all killed.
OVCAR-8: OVCAR-8 ovarian cancer; 4.4% of 81,000 active
SW-620: SW-620 colon cancer. AID 1794795. 5.2% of 82,000 active
OVCAR-3: OVCAR-3 ovarian cancer; 7% of 79,000 active; AID 1794787
OVCAR-4: OVCAR-4 ovarian cancer cells | 3.7% of 80,000 active | AID 1794784
OVCAR-5: OVCAR-5 ovarian cancer | 2.9% of 82,000 active | AID 1794783
KM12: KM12 colon cancer cells; 5% of 82,000 active
DU-145: DU-145 prostate cancer. 4.2% of 81,000 active. AID 1794760
HCC-2998: HCC-2998 colon cancer; 4.7% of 79,000 active; AID 1794799
PC-3: PC-3 prostate cancer cells. 3.9% of 80,000 active. AID 1794754
* marks the source's active call; other numbers are inactive results; / = no result given; & = joins results of further samples. How the source made its calls: active means growth percent below 10; inactive means the rest.

1) CCOC(=O)CSc1cc(Cl)c(C)cc1S(=O)(=O)Nc1nn(-c2ccc(C)cc2)c(=O)[nH]1
2) COc1ccc(O)c(-c2cc(-c3ccc(Cl)cc3)c(C#N)c(=O)[nH]2)c1
3) Cc1cc2c(C(C)C)c(O)c(O)c(C=Nc3ccccc3[N+](=O)[O-])c2c(O)c1-c1c(C)cc2c(C(C)C)c(O)c(O)c(C=Nc3ccccc3[N+](=O)[O-])c2c1O
4) COc1ccccc1-n1cc(Cn2c(=O)oc3cccnc32)nn1
5) O=C(CCCC(O)(C1CC1)C1CC1)C1CC1
entry no.	1	2	3	4	5
OVCAR-8	101	68	76	94	100
SW-620	95	75	96	101	108
OVCAR-3	104	73	79	98	113
OVCAR-4	98	74	74	109	107
OVCAR-5	93	106	102	99	107
KM12	106	58	48	95	114
DU-145	109	102	95	110	116
HCC-2998	109	71	80	101	114
PC-3	92	56	65	102	92

6) Clc1ccccc1-c1nc2ccccc2[nH]1
7) O=C(Cn1cc(COc2ccc([N+](=O)[O-])cc2)nn1)Nc1nc2ccccc2s1
8) Fc1ccc(NCc2nnc(-c3ccc(F)cc3)o2)cc1
9) CC12CC(=O)C3C(CCC4CC(O)CCC43C)C1CCC/C2=C/CO (stereo not drawn)
10) Cc1nn(-c2ccccc2)cc1/C=C1\SC(=S)N(CC(=O)O)C1=O
entry no.	6	7	8	9	10
OVCAR-8	106	97	74	97	107
SW-620	95	107	115	105	102
OVCAR-3	102	106	115	103	119
OVCAR-4	97	108	94	93	101
OVCAR-5	54	106	100	97	105
KM12	97	103	94	112	105
DU-145	110	114	96	113	112
HCC-2998	71	103	113	100	97
PC-3	94	98	77	91	108

Single entries from above:
COc1ccccc1-n1cc(Cn2c(=O)oc3cccnc32)nn1 – KM12 = 95
Fc1ccc(NCc2nnc(-c3ccc(F)cc3)o2)cc1 – OVCAR-5 = 100
O=C(CCCC(O)(C1CC1)C1CC1)C1CC1 – SW-620 = 108
CC12CC(=O)C3C(CCC4CC(O)CCC43C)C1CCC/C2=C/CO (stereo not drawn) – HCC-2998 = 100

(continued)
11) CC(CC(C#N)NCCNC(C#N)CC(C)CC(C)(C)C)CC(C)(C)C (stereo not drawn)
12) Cn1c(NN)nc(-c2ccco2)c(C#N)c1=O
13) COc1cc(-c2cc3ncccc3c3nc(OCCN(C)C)c4cccnc4c23)cc(OC)c1OC
14) CCCCCCCC/C=C\CCCCCCCC(=O)OCCCCCCCCCCCCCC
15) CCCCC1(CC)COC(c2ccccc2)OC1 (stereo not drawn)
entry no.	11	12	13	14	15
OVCAR-8	108	108	-5.2*	101	109
SW-620	101	92	17	108	102
OVCAR-3	105	99	-26*	104	118
OVCAR-4	121	118	-44*	111	121
OVCAR-5	97	98	45	106	107
KM12	98	104	19	106	103
DU-145	101	113	1.5*	105	110
HCC-2998	106	16	17	103	106
PC-3	/	96	16	94	102

16) C[C@H](CCC(=O)NCC(=O)NCc1ccc(C(=O)NO)cc1)[C@H]1CC[C@H]2[C@@H]3[C@@H](O)C[C@@H]4C[C@H](O)CC[C@]4(C)[C@H]3CC[C@]12C
17) S=c1n(CN2CCCC2)nc(-c2ccccc2Cl)n1Cc1ccccc1
18) O=[N+]([O-])c1cc(Cl)cc(Cl)c1O
19) CN(C)CCC(=O)C1CCCS1 (stereo not drawn)
20) N#Cc1c(-c2ccc(Cl)cc2)nc(SCC(=O)NNc2ncnc3ccccc23)[nH]c1=O
entry no.	16	17	18	19	20
OVCAR-8	/	94	103	117	99
SW-620	109	102	103	104	99
OVCAR-3	112	100	109	109	108
OVCAR-4	97	82	108	103	112
OVCAR-5	101	100	103	111	116
KM12	107	/	99	104	101
DU-145	96	106	105	103	109
HCC-2998	108	115	105	100	110
PC-3	100	79	103	108	89

21) Cc1ccc2[nH]c(C)c(CC(=O)O)c2c1
22) CCN1CCN(C(=O)[C@]23CCC(C)(C)C[C@@H]2C2=CC[C@@H]4[C@@]5(C)C/C(=C/c6ccncc6)C(=O)C(C)(C)[C@@H]5CC[C@@]4(C)[C@]2(C)CC3)CC1
23) CCOc1ccc(/C=C(/C#N)C(N)=O)cc1
24) CCN(CC)CCOc1ccc2c(-c3ccccc3)c(-c3ccc(OC)cc3)c(=O)oc2c1
25) Nc1ncnc2c1ncn2C1OC(COP(=O)(O)OP(=O)(O)OP(=O)(O)O)C(O)C1O (stereo not drawn)
entry no.	21	22	23	24	25
OVCAR-8	91	7.3*	116	73	94
SW-620	103	-54*	104	39	95
OVCAR-3	109	-86*	120	94	116
OVCAR-4	104	6.7*	122	74	128
OVCAR-5	103	-20*	94	92	113
KM12	103	-40*	110	60	101
DU-145	115	-17*	120	96	113
HCC-2998	112	-69*	117	91	93
PC-3	93	-5.0*	89	65	88

26) OCc1ccc(-c2ccccc2)cc1
27) CCN1CCN(C(=O)[C@@]2(C)CC[C@]3(C)CC[C@]4(C)C(=CC(=O)[C@@H]5[C@@]6(C)CC[C@H](OCCC#N)C(C)(C)[C@@H]6CC[C@]54C)[C@@H]3C2)CC1
28) COc1ccc(C2CC(c3cccc(Nc4ccnc5cc(Cl)ccc45)c3)=NN2C=O)cc1 (stereo not drawn)
29) c1cncc(CNc2ccccc2-c2nnc(Nc3ccc4c(c3)OCCO4)o2)c1
30) CCn1c(SCC(=O)Nc2cc(C(F)(F)F)ccc2Cl)nc2ccccc2c1=O
entry no.	26	27	28	29	30
OVCAR-8	98	90	35	27	61
SW-620	104	98	19	23	49
OVCAR-3	/	100	-23*	-50*	52
OVCAR-4	111	95	62	44	/
OVCAR-5	97	92	45	44	78
KM12	96	99	23	3.0*	10
DU-145	/	97	3.0*	-6.0*	38
HCC-2998	102	101	35	9.6*	12
PC-3	79	72	26	36	18

31) O=C(CCl)Nc1ccc(NC(=O)c2ccccc2-c2ccccc2C(=O)O)cc1
32) CC(=O)c1cc2c(cc1F)C(C)(C)CCC2(C)C
33) COc1ccccc1NC(=O)c1sc(N)c(C#N)c1C
34) Cn1cc(-c2noc(-c3cn(C)c4ncc(F)cc34)n2)c2cc(F)ccc21
35) O=C(CN1CCN(Cc2ccc([N+](=O)[O-])cc2)CC1)Nc1nc(-c2cc3ccccc3oc2=O)cs1
entry no.	31	32	33	34	35
OVCAR-8	101	104	91	72	102
SW-620	112	102	100	79	101
OVCAR-3	112	101	108	63	104
OVCAR-4	/	103	/	48	95
OVCAR-5	111	90	127	90	102
KM12	103	107	99	73	101
DU-145	101	108	83	86	104
HCC-2998	105	/	99	95	105
PC-3	98	96	91	87	99

(continued)
cpd	SMILES	OVCAR-8	SW-620	OVCAR-3	OVCAR-4	OVCAR-5	KM12	DU-145	HCC-2998	PC-3
36	NNC(=O)COc1ccc(-c2nc3ccc([N+](=O)[O-])cc3[nH]2)cc1	96	97	99	105	94	99	99	101	94
37	C=C(C)[C@@H]1CC[C@]2(C(=O)N3CCN(C)CC3)CC[C@]3(C)[C@H](CC[C@@H]4[C@@]5(C)C/C(=C/c6cc(C(F)(F)F)cc(C(F)(F)F)c6)C(=O)C(C)(C)[C@@H]5CC[C@]43C)[C@@H]12	100	103	111	110	99	104	102	109	91
38	O=C(Nc1ccc([N+](=O)[O-])cc1)c1ccc(-n2c(=O)[nH]c3ccccc3c2=O)cc1	101	111	120	92	108	108	107	112	111
39	Nc1cccc(C(=O)O)c1C(=O)O	97&95	105&108	113&117	103&125	100&118	105&120	108&125	102&101	107&98
40	CC(O)CN(Cc1cc(O)c(CN(CC(C)O)CC(C)O)cc1O)CC(C)O (stereo not drawn)	110	90	111	110	100	105	116	106	101
41	CC1(C)SCC(COC(=O)c2ccccc2)S1 (stereo not drawn)	110	96	110	/	104	108	124	100	89
42	CC(=O)CC(=O)Nc1nc2ccccc2s1	102	95	80	91	94	99	111	/	75
43	CCOC(CC(OCC)OCC)OC (stereo not drawn)	89	99	114	100	111	102	110	108	89
44	C#CCn1c2c(c3ccccc31)C[C@]1(C)[C@H]3C(=O)C=C4[C@@H]5C[C@@](C)(C(=O)OC)CC[C@]5(C)CC[C@@]4(C)[C@]3(C)CC[C@H]1C2(C)C	105	102	/	110	96	101	110	108	89
45	O=C(O)c1cccc(=O)[nH]1	102	105	/	106	95	103	110	103	101
46	CC(=O)c1ccc(N2CN(c3ccc(F)cc3)CC3=C2CC(C)(C)CC3=O)cc1	84	62	76	78	88	50	69	90	57
47	O=C(Cn1cc(CN2CCCCC2)nn1)Nc1ccc2c(ccn2Cc2ccccc2)c1	/	96	109	92	111	106	107	120	83
48	COc1ccc(/C(=C/c2ccc3ccccc3c2)c2nn[nH]n2)cc1OC	40	29	-17*	63	60	25	21	55	19
49	Cn1c(=O)c2c(nc(Cl)n2CCl)n(C)c1=O	83	46	116	83	103	116	113	/	99
50	COC12C=C/C(=C(/C(=O)OCCSc3ccnn3C)C(=O)CCCCCCCCC3(OC)C=C/C(=C(/C(=O)OCCSc4ccnn4C)C(=O)CCCCCCCC1)O3)O2	17	19	5.8*	20	37	-58*	23	-86*	16
51	CN(C)c1ccc(/C=N/NC(=O)c2cnc3n(c2=O)CCCCC3)cc1	103	94	102	107	108	101	107	88	94
52	O=Cc1cc(Br)cc(Br)c1O	105	110	109	105	110	114	108	125	126
53	O=C(Nc1ccc(F)cc1F)c1cc(F)ccc1O	15	21	1.7*	21	23	8.7*	22	28	13
54	COc1ccc(/C=C2\SC(=N)N(c3ccccc3OC)C2=O)cc1	94	96	104	92	104	85	105	107	85
55	O=C(Nc1nc(-c2ccc(Br)cc2)cs1)c1cc(-c2ccc(Cl)cc2)nc2ccccc12	62	81	72	78	102	79	86	104	59
56	O=c1ccn(CCC(CO)CO)c(=O)[nH]1	97	100	118	90	105	119	120	86	106
57	CCOc1ccc2nc(NC(=O)CC(C)=O)sc2c1	106	102	111	/	103	96	113	102	89
58	Cn1c(/C=C/[N+](=O)[O-])cc2ccccc21	11	-71*	88	94	7.4*	-64*	-8.1*	-95*	7.6*
59	COc1cc(-c2nc(/C=C3/C(=O)Nc4ccccc43)c3ccccn23)cc(OC)c1OC	33	89	-8.4*	76	83	48	/	78	58
60	O=c1c2ccccc2nnn1-c1ccccc1	105	107	111	101	113	110	110	/	99
61	CN1CCN(Cc2ccc(NC(=O)c3cncc(C#Cc4cnc(N)c5cccnc45)c3)cc2C(F)(F)F)CC1	30	1.8*	35	37	13	8.8*	25	30	29
62	Nc1ncnc2c1CN(Cc1ccccc1)CC2	106	107	129	102	114	108	132	98	94
63	CC(=O)N1N=C(c2cccc(OCCCCOc3cccc(C4=NN(C(C)=O)C(c5ccccc5)C4)c3)c2)CC1c1ccccc1 (stereo not drawn)	69	82	72	16	98	64	79	80	44
64	O=C(NO)c1ccc(Cn2c3c(c4cc(F)ccc42)S(=O)(=O)CC3)cc1	98	99	106	99	95	100	104	98	96
65	O=C(O)c1ccc(-n2cc(/C=N/Nc3cc(F)ccc3F)c(-c3ccc(F)cc3F)n2)cc1	68	83	75	81	90	77	71	92	65
66	Cn1ccnc1	105	110	124	110	102	109	119	121	97
67	Cc1[nH]c2ccccc2c1C(C[N+](=O)[O-])c1ccccc1F (stereo not drawn)	98	102	107	95	93	98	104	100	101
68	CC(=O)N(O)C(C)C#Cc1ccc(NS(=O)(=O)c2ccc(Cl)cc2)cc1 (stereo not drawn)	95	95	109	91	104	90	103	117	90

Some of the entries so far, field by field:
46. CC(=O)c1ccc(N2CN(c3ccc(F)cc3)CC3=C2CC(C)(C)CC3=O)cc1
  OVCAR-8 = 84
  SW-620 = 62
  OVCAR-3 = 76
  OVCAR-4 = 78
  OVCAR-5 = 88
  KM12 = 50
  DU-145 = 69
  HCC-2998 = 90
  PC-3 = 57
34. Cn1cc(-c2noc(-c3cn(C)c4ncc(F)cc34)n2)c2cc(F)ccc21
  OVCAR-8 = 72
  SW-620 = 79
  OVCAR-3 = 63
  OVCAR-4 = 48
  OVCAR-5 = 90
  KM12 = 73
  DU-145 = 86
  HCC-2998 = 95
  PC-3 = 87
